ROC1-CUL1 inh: blocks human RBX1-Cullin-1 di-ubiquitin formation; P62877+Q13616; in vitro K48 di-Ub FRET, acceptor:donor ratio, 45 min; inhibition, % at 10 µM; 140,000 compounds, 0.6% hits; in the data active = inhibition above about 25%
Target sequence (P62877 whole entry, looked up): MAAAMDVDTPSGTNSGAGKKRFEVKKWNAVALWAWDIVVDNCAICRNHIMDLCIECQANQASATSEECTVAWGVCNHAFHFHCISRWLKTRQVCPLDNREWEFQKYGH
Target sequence (Q13616 whole entry, looked up): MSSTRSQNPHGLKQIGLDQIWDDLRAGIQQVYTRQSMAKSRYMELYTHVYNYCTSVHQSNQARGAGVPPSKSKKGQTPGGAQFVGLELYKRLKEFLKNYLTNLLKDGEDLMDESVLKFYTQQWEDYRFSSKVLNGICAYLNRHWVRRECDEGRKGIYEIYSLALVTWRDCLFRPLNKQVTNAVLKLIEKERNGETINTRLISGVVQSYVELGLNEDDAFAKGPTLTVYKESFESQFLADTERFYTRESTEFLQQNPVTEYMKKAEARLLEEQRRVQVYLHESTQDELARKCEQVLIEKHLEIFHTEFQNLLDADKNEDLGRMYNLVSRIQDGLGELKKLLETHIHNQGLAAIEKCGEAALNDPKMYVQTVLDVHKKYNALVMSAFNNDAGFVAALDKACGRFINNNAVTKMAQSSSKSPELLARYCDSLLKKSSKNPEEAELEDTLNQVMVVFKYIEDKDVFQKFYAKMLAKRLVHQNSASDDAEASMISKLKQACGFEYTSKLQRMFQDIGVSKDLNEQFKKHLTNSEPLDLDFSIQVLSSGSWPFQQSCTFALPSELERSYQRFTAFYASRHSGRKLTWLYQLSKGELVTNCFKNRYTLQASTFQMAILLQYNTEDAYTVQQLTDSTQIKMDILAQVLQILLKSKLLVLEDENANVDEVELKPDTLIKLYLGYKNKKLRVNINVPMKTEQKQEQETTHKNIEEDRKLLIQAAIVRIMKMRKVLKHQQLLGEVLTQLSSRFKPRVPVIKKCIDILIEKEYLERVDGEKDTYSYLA
Starred values were filed as active, the others as inactive.

SMILES	ROC1-CUL1 inh
c1cnc(Sc2ccc(CN3CCc4[nH]nc(C5CCC5)c4C3)o2)nc1	4
c1c(N2CCCC2)c2nonc2c2nonc12	2
CC#CCN1C(=O)NC(CCc2ccccc2)(C2CCN(C(=O)CSc3ccccc3)CC2)C1=O (stereo not given)	16
CC(=O)Nc1ccc(NC(=S)NC(=O)C(C)C)cc1	-6
CCC(CC)C(=O)N1CCN(S(=O)(=O)c2ccccc2)CC1	-2
Cc1c(CN(C)C(=O)CCn2nc(C(F)(F)F)c(Br)c2C)cnn1C	1
CCn1c(SCC(=O)Nc2sc3c(c2C(N)=O)CCCC3)nnc1C(C)NC(=O)c1cccc(C)c1 (stereo not given)	8
CCc1noc(C)c1C(=O)Nc1ccccc1OC	4
N#Cc1cc2oc3ccccc3c3ccccc3oc2cc1C#N	8
COc1ccccc1N1CCN(c2ncc3c(n2)CCN(Cc2ccccc2F)C3)CC1	-5
CS(=O)(=O)N(CC(=O)N1CCN(C(c2ccccc2)c2ccccc2)CC1)c1ccccc1F	7
O=C(NCCc1ccc(Cl)cc1)C1CCN(c2ncnc3c2nc2n3CCCCC2)CC1	1
CCc1ccc(OCc2nnc(SCC(=O)Nc3c(C)cc(C)cc3C)n2C)cc1	12
CCc1ccc(N=C2S/C(=C\c3ccc(OC)c(OC)c3)C(=O)N2c2ccc(CC)cc2)cc1	2
O=C(O)Cn1cnc2nc3n(c2c1=O)CCC3	4
CCCCNCc1cccc(Cl)c1Cl	1
Cn1c(O)c(C=C2C=Nc3ccc(Br)cc32)n(C)c1=S	-2
O=C([C@H]1C[C@@H]2C=C[C@H]1C2)N1CCC(CO)(CCOc2ccccc2)CC1	10
Cc1ccc(C)c(NC(=O)CSc2ncc(S(=O)(=O)c3ccc(C)c(Cl)c3)c(=O)[nH]2)c1	-1
O=C(Cn1c(=O)n(-c2ccccc2)c(=O)c2c3c(sc21)CCCC3)Nc1ccc(F)cc1	-9
C=CCn1c(Cn2nnc3ccccc32)n[nH]c1=S	-13
CN(C(=O)c1nn2c(c1Cl)NC(c1cccs1)CC2C(F)(F)F)c1ccc(OC(F)(F)F)cc1 (stereo not given)	0
CCn1ccnc1CN(CCc1ccccc1)CC1CCCN(C)C1 (stereo not given)	3
COCCN1C(=O)/C(=C/c2ccc(OCC(=O)Nc3ccc(C)cc3)cc2)SC1=Nc1ccccc1	3
Cc1cc(NC(=O)Cn2nc(C)n3cccc3c2=O)ccc1Br	-12
SMILES	ROC1-CUL1 inh
Cc1ccccc1NC(=O)N1CCC(n2cc(-c3ccc(F)cc3)nn2)CC1	-3
COc1ccccc1CNC(=O)CCn1cnc2ccccc2c1=O	-4
O=C1c2ccccc2C2C3CC=CC3c3c(ccc4ccccc34)N12 (stereo not given)	6
O=C1NC(c2cccc(Cl)c2)C(C(=O)c2cccs2)C(O)(C(F)(F)F)N1 (stereo not given)	11
O=C(CSCc1ccc(Cl)cc1)N/N=C/c1ccc(Cl)cc1Cl	-6
CC(=O)N1CCN(c2ccc(NC(=O)c3ccc(C)c(C)c3)cc2Cl)CC1	5
COc1cc2c(cc1OC)C1=C(C#N)CN(c3ccc(Br)cc3)CN1CC2	-7
COc1cccc2c1OCC(NCCCOc1cccnc1)C2 (stereo not given)	9
CC(=O)N1CCCC1c1nc2ccccc2n1Cc1ccc(F)cc1 (stereo not given)	4
C=Cc1ccc(C(=O)N2CCOC(CCN(C)C)C2)cc1 (stereo not given)	11
CCOC(=O)C1(Cc2ccc(Cl)cc2)CCN(C(=O)C(C)N2CCOCC2)CC1 (stereo not given)	-4
CCn1c(=S)[nH]c2sc3c(c2c1=O)CC(C)(C)OC3	-5
Cc1ccc(Nc2nc(N)nc(CN3CCN(c4ccc(F)cc4)CC3)n2)cc1C	2
CC(C)C(=O)Nc1cccc(C(=O)OCC(=O)C(C)(C)C)c1	-7
CC(=O)C1=C(C)OC(=N)C(C#N)C1c1cccc(O)c1 (stereo not given)	-6
O=S(=O)(Cc1ccc(Cl)cc1)NCc1ccccc1	-6
COc1ccc(CCNC(=O)CSc2ncnc3nc[nH]c23)cc1OC	-1
O=C(O)C1CCCCN1S(=O)(=O)c1ccc(Br)cc1 (stereo not given)	2
COc1ccc(/C=C2\N=C(c3ccc(I)cc3)OC2=O)c(OC)c1OC	-7
Cc1ccc(N=CC2C(=O)NC(=O)N(c3ccccc3)C2=O)cc1CN1C(=O)c2ccccc2C1=O (stereo not given)	5
CC1(C)CC(=O)C2=C(C1)OC(=N)C([N+](=O)[O-])C2c1cccs1 (stereo not given)	5
Clc1ccc(-c2nnn(CN3CCOCC3)n2)cc1	3
CCOC(=O)CCC1C(=O)n2nc(C)c(-c3ccccc3)c2N=C1C (stereo not given)	-2
Cn1nc(-c2ccccc2F)c2cc(C(=O)NCc3ccccc3Cl)sc21	3
CCS(=O)(=O)N1CCC(C(=O)Nc2ccc(OC)c(Cl)c2)CC1	-1

Part of the list above, as labelled records.
> COc1ccc(/C=C2\N=C(c3ccc(I)cc3)OC2=O)c(OC)c1OC
  ROC1-CUL1 inh = -7

> O=S(=O)(Cc1ccc(Cl)cc1)NCc1ccccc1
  ROC1-CUL1 inh = -6

> Cn1nc(-c2ccccc2F)c2cc(C(=O)NCc3ccccc3Cl)sc21
  ROC1-CUL1 inh = 3

> C=Cc1ccc(C(=O)N2CCOC(CCN(C)C)C2)cc1 (stereo not given)
  ROC1-CUL1 inh = 11

(next part)
SMILES	ROC1-CUL1 inh
COc1cc(CNCc2cccnc2)ccc1OCc1ccc(F)cc1	-15
Cc1ccc(-n2ncc3c(=O)n(Cc4ccccc4C)cnc32)cc1C	12
CCOC(=O)C1(CCOc2ccccc2)CCCN(Cc2nccn2CC)C1 (stereo not given)	3
O=C(CC(NCCCO)C(=O)O)NCc1ccco1 (stereo not given)	6
CCc1nn2c(=O)c(S(=O)(=O)Nc3ccc(C)cc3C)c(C)nc2s1	-7
O=C(CCn1ccc2cc(S(=O)(=O)N3CCCC3)ccc21)NCc1ccccc1F	-1
CCOc1ccc2nc(N3CCCC(C(=O)N4CCN(c5cnccn5)CC4)C3)nc(C)c2c1 (stereo not given)	2
CCN(CC)c1nn2c(=O)c(C(=O)NCc3ccc(OC)cc3OC)cnc2s1	-2
COc1ccc(C2(c3ccccc3F)C=Cc3c(ccc4oc5ccccc5c34)O2)cc1 (stereo not given)	-2
CCOC(=O)c1cnc(N2CCN(Cc3ccccc3)CC2)[nH]c1=O	7
O=C(Nc1nnc(S(=O)(=O)N2CCCCCC2)s1)c1ccccc1Br	7
CCCC(=O)N(c1ccc2oc(C)c(C(C)=O)c2c1)S(=O)(=O)c1ccc(C)cc1C	-7
CCCOc1ccc(C2C(C(=O)c3ccc(C)cc3)C(=O)C(=O)N2CCN2CCOCC2)cc1 (stereo not given)	0
O=C(O)CCCC(=O)N1CCN(c2ccc([N+](=O)[O-])cc2)CC1	11
Cc1nc2nc(NC(=O)c3ccc(F)cc3)[nH]n2c(=O)c1C	15
CCSc1nc2ccc(NC(=O)c3ccccc3C(=O)N3CCOCC3)cc2s1	-2
O=C(Oc1cc(=O)n(-c2ccccc2)c(-c2ccccc2)n1)c1ccc(Cl)cc1[N+](=O)[O-]	-4
CCN1CCCC1CNC(=O)c1ccccc1OC1CCN(S(C)(=O)=O)CC1 (stereo not given)	12
O=c1c2cnn(-c3ccc(F)cc3)c2ncn1Cc1cccc(Cl)c1	6
O=C(CSc1nc2ccccc2[nH]1)Nc1nncs1	-8
COc1ccc(C(=O)/C(C#N)=N/Nc2ccccc2Cl)cc1	-3
Cc1ccc(-c2cc(C(=O)Nc3ccc(Cl)c([N+](=O)[O-])c3)c3ccccc3n2)o1	6
Nc1ccc2c(=O)n(Cc3ccccc3F)cnc2c1	3
CCC(C(=O)Nc1ccc(C)cn1)c1ccccc1 (stereo not given)	2
O=C1C(=Cc2ccc(-c3cc(Cl)ccc3Cl)o2)C(=O)N(c2ccccc2)C(=S)N1c1ccccc1	-11

Arranged by molecular weight (low to high): part of the list above.
SMILES	ROC1-CUL1 inh
O=C(CC(NCCCO)C(=O)O)NCc1ccco1 (stereo not given)	6
Cc1nc2nc(NC(=O)c3ccc(F)cc3)[nH]n2c(=O)c1C	15
CCN(CC)c1nn2c(=O)c(C(=O)NCc3ccc(OC)cc3OC)cnc2s1	-2

(more compounds)
SMILES	ROC1-CUL1 inh
Cc1ccc(NC(=O)c2c(NC(=O)C(F)(F)F)sc3c2CCCCC3)cc1	-3
CCOc1ccccc1NC(=O)CN1CCN(c2ccccc2F)CC1	9
Cc1cc(NS(=O)(=O)c2ccc(N=Cc3c(O)ccc4ccccc34)cc2)no1	5
Cc1nc(C(C)C)sc1C(=O)NCc1cc(=O)[nH]cn1	0
COC(=O)C1=C(C)N=c2s/c(=C\c3cc(Cl)ccc3O)c(=O)n2C1c1ccccc1 (stereo not given)	-1
Cc1cc(N2CCN(C(=O)Nc3nc(C)n(C(C)C)n3)CC2)ccn1	1
Cc1ccc(S(=O)(=O)c2nc(-c3ccco3)oc2SC(C)c2ccccc2)cc1 (stereo not given)	-6
Cc1ccc(CN(Cc2ccco2)C(=O)c2oc3c(C)c(C)ccc3c2C)cc1	8
CCCCCCCCOc1ccc2ccncc2c1	-13
CCOC(c1ccccc1)c1ccc2c(c1)CN(Cc1c(C)n(C)n(-c3ccccc3)c1=O)CCO2 (stereo not given)	8
COc1cc(OC)nc(S(C)(=O)=O)n1	-11
O=C(Nc1ccc(S(=O)(=O)Nc2ncccn2)cc1)c1cc(-c2ccc(Cl)s2)nc2ccccc12	-10
Cc1nnc(NC(=O)COc2ccccc2C)s1	-3
COC(=O)c1c(NC(NC(=O)c2cccnc2)(C(F)(F)F)C(F)(F)F)sc2c1CCCCC2	-1
CC(C)(C)c1cc([N+](=O)[O-])cc(C=N[C@@H]2CCCC[C@H]2N=Cc2cc([N+](=O)[O-])cc(C(C)(C)C)c2O)c1O	-3
CSCC(=O)NC1CC(=O)N(CC2CCCCC2)C1 (stereo not given)	3
CCOc1ccccc1NC(=O)c1ccc2c(c1)CCCN2S(C)(=O)=O	-5
Cc1ccc(-n2ncc(C(=O)NCCN3CCC(Cc4ccccc4)CC3)c2C2CCN(C(=O)OC(C)(C)C)CC2)cc1	-3
CC(N=C(N)CSS(=O)(=O)O)C12CC3CC(CC(O)(C3)C1)C2 (stereo not given)	11
CCOC(=O)c1ccc(NC(=O)Cn2nc(SC)c(S(=O)(=O)c3ccc(Cl)cc3)c2N)cc1	-3
COC(=O)CC1SCCNC1=O (stereo not given)	0
O=C(O)c1cccnc1C(=O)c1ccccc1	-2
COc1ccc2ccccc2c1/C=C1\SC(=S)NC1=O	3
Clc1ccc(-c2nnc(/C=C/c3cccc4ccccc34)o2)c(Cl)c1	2
C[C@H](NC(=O)OC(C)(C)C)c1nnc(SCc2c(F)cccc2Cl)o1	-19
SMILES	ROC1-CUL1 inh
COc1cc2[nH]c(=O)nc(N(C)C)c2cc1OC	8
C=CCOc1cccc(CNc2ccc3[nH]c(=O)[nH]c3c2)c1	9
COC(=O)c1ccc(-c2ccc(C=Nc3cccc(-c4nc5cc(C)ccc5o4)c3)o2)cc1	-3
CS(=O)(=O)c1ccc(Cl)c(S(=O)(=O)NCc2ccccc2)c1	-7
O=C(Cn1ccn(-c2ccc(F)c(F)c2)c(=O)c1=O)Nc1ccccc1F	7
O=c1[nH]c2ccccc2c(-c2ccccc2)c1-c1cc(-c2ccccc2)c2ccccc2n1	-4
COC(=O)c1ccc(C(=O)OC)c(NC(=O)c2ccc(C)cc2)c1	-14
Fc1ccc(F)c(CN2CCOc3ccc(CN4CCC(Oc5cccnc5)CC4)cc3C2)c1F	-6
CC(C)(C)NS(=O)(=O)c1ccc(NS(=O)(=O)c2ccc(Br)cc2)cc1	-7
O=C(Cn1c(=O)n(Cc2ccco2)c(=O)c2sc3ccccc3c21)Nc1ccc(F)cc1F	2
CC(C)(C)OC(=O)N1CCNC(=O)C1	-5
CCCc1noc(-c2ccc(C3CCC(CCC)CC3)cc2)n1 (stereo not given)	1
CC1(C)C2CCC1(CS(=O)(=O)Nc1ccc3c(c1)OCO3)C(=O)C2 (stereo not given)	4
O=C(c1cccs1)C1CCCN(C(=O)COc2ccc(N3CCN(c4ccccn4)CC3)nn2)C1 (stereo not given)	4
Cc1cc(C(F)F)n2nc(C(=O)Nc3c(C)cccc3C)nc2n1	1
Clc1cc(Cl)cc(Nc2cc(Cl)cc(Cl)c2)c1	3
COc1ccc(-c2ccc(C(=O)O)cc2)c([N+](=O)[O-])c1	2
COc1ccc(-c2csc(NC(=O)c3cccc4ccccc34)c2C(=O)O)cc1	-8
Oc1cccc(-c2nc(-c3ccccc3)c(-c3ccc(Cl)cc3)[nH]2)c1	5
O=C(Nc1sc2c(c1C(=O)NCC1CCCO1)CCC2)c1cc(=O)c2ccccc2o1 (stereo not given)	-6
Cc1cc(OS(=O)(=O)c2ccc(F)cc2)cc(C)c1Cl	1
C/C(=N/NC(=O)CSc1nnc(-c2ccccc2)n1-c1ccc(C)cc1)c1ccccc1	2
COc1ccccc1NC(=O)C1C(C)=Nc2nc3ccccc3n2C1c1cccc(OC)c1OC (stereo not given)	-2
CCOC(=O)C1C(C)=NC2=C(C(=O)c3ccccc32)C1C (stereo not given)	-1
COc1ccc(Nc2nc(C)c3c(n2)CCCC3=O)cc1	-1
O=C(Oc1ccccc1)c1ccc2oc(=O)sc2c1	1
O=C(O)c1cc(NS(=O)(=O)c2ccc(Cl)c(C(=O)O)c2)ccc1O	3
CCc1ccc(NC(=O)Cn2c(=O)n(Cc3nc(-c4ccccc4)no3)c(=O)c3cc4c(cc32)OCO4)cc1	-11
COC(=O)Nc1ccc2c(c1)N(C(=O)CCN1CCOCC1)c1ccccc1CC2	4

Some of these compounds in order of the ROC1-CUL1 inh value, lowest first.
smiles,ROC1-CUL1 inh
O=C(Nc1sc2c(c1C(=O)NCC1CCCO1)CCC2)c1cc(=O)c2ccccc2o1 (stereo not given),-6
COC(=O)c1ccc(-c2ccc(C=Nc3cccc(-c4nc5cc(C)ccc5o4)c3)o2)cc1,-3
O=C(c1cccs1)C1CCCN(C(=O)COc2ccc(N3CCN(c4ccccn4)CC3)nn2)C1 (stereo not given),4

Source: PubChem (Icahn School of Medicine at Mount Sinai)

These rows are one share of the data, so the mix of outcomes need not match the whole.
